# PDI turbidity: inhibitors of human protein disulfide isomerase; P07237; actives 0.052% (n = 350,000); AID 588391; PDI insulin aggregation turbidity, A650, 90 min; inhibition, % at 10 µM;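 active means mean inhibition across replicates of 30% or more, whatever share of single replicates reach that level; inconclusive means mean inhibition below 30% while every single replicate reaches 30%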;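 further: absorbance from insulin aggregation driven by PDI reduction with DTT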
# Target sequence (P07237 whole entry, looked up): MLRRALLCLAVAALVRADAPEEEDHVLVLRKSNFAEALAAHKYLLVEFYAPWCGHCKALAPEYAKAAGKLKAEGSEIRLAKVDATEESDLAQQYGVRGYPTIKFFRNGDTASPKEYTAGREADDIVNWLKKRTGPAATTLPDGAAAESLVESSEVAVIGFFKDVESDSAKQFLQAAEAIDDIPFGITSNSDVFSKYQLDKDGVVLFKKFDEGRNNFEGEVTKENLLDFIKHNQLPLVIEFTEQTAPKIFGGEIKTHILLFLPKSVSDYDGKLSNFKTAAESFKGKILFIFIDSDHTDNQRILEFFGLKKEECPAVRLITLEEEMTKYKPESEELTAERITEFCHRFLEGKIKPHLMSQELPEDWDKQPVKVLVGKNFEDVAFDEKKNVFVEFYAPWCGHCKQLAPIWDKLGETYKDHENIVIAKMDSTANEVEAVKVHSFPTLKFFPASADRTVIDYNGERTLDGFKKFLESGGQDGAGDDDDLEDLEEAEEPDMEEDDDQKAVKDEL
# NR2E3 ag-1: agonists of human nuclear receptor NR2E3 | actives 0.12% (n = 320,000) | GST-NR2E3/biotin-RetCOR TR-FRET, 1536-well | inhibition of corepressor binding, % at 4.78 µM | AID 2300;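 active means percent inhibition above the cutoff of mean plus 3 SD of all tested compounds, set per screening campaign, cut at about 20% in these data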;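 further: 0% = DMSO wells and 100% = biotin wells as full block of FRET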
# Target sequence (Q9Y5X4 whole entry, looked up): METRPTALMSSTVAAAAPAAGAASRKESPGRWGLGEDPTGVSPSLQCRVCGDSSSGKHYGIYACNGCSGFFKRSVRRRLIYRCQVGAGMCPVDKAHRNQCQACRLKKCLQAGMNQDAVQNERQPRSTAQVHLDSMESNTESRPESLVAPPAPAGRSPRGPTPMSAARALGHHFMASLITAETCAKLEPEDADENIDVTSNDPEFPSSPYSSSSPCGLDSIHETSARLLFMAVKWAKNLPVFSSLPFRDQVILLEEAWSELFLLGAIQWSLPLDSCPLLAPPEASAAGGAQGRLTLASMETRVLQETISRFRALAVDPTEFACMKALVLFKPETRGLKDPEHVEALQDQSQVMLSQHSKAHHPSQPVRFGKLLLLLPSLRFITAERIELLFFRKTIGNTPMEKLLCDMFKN
#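 Test system: GST-NR2E3 and biotin-RetCOR proteins | Quantity: 1.35 nM GST-tagged NR2E3 final | Medium: Tris pH 7.5 | Also added: 7 nM biotin-RetCOR | Dosing: Compound at 4.8 µM, single dose | Timing: 5 h at 4 °C | Detection: Time-resolved FRET | Read-out basis: Percent inhibition | Benchmarks: Biotin wells as high control, 0.6% DMSO wells as low control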
# aDG glyco up: alpha-DG glycosylation activation; actives 0.22% (n = 360,000); Pro5-aDG cells, alpha-DG glycosylation AlphaScreen (IIH6); 0% Pro5, 100% B10-LARGE cell signal; activation, % at 10 µM; AID 624168;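 active means activation of at least 8% versus controls, or a plate z-score of at least 8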;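 further: Pro5 are CHO cells carrying HIG-tagged alpha-DG that lacks glycosylation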
# HIF-2a inh: inhibitors of HIF-2a; 786-0 RCC cells HIF-2a reporter, luciferase luminescence, overnight; inhibition, % at 18.8 µM; actives 0.72% (n = 360,000);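 active means inhibition of the luminescence signal of 40% or more relative to plate controls, in a single-dose primary screen at 18.75 µM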
# CaV13 ICDI inh: Disruptors of the CACNA1D IQ motif to Ca2+-dependent inactivation inhibitor domain association, primary screening, Förster resonance energy transfer in intact living …; HEK cells, CFP/YFP FRET ICDI-IQ, plate reader, 10 min; percent FRET-ratio fall versus neutral wells; inhibition, % at 12.3 µM; actives 0.098% (n = 340,000); AID 743397;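 active means mean replicate inhibition of at least 30% and at least 1% of replicates passing that level; inconclusive means only one of the two criteria is met; inactive means neither criterion is met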;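 further: 0% = median of the neutral control wells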
# hiPSC survival: increases survival of single human iPS cells; hiPSC single-cell survival, ATPlite luminescence; 100% = ROCK inhibitor wells, 0% = DMSO; survival enhancement, % at 20 µM; actives 0.044% (n = 360,000); in the data active means survival enhancement above about 18%;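 further: cells exposed to compounds for 16 hours before the ATP read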
# Peg3 prom inh: reduces Peg3 promoter-driven luciferase expression in HeLa; HeLa PEG-Prom luciferase reporter, luminescence, overnight; inhibition, % at 20 µM; actives 1.7% (n = 360,000); AID 588405;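 active means inhibition of at least 50% at 20 µM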
# NR2E3 ag-2: human photoreceptor-specific nuclear receptor agonism; Q9Y5X4; CHO-S Gal4-NCOR/VP16-NR2E3 two-hybrid, luciferase; inhibition of corepressor binding, % at 3.98 µM; actives 0.35% (n = 360,000); AID 602229;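 active means inhibition above the mean of all tested compounds plus 3 SD, cut at about 70% in these data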;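 further: 0% = DMSO with NR2E3 transfected cells and 100% = cells lacking NR2E3 construct; higher means lower luciferase signal from less NR2E3 corepressor binding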
# Granule exo inh: blocks lytic granule exocytosis. TALL-104 LAMP-1 surface exposure, flow cytometry; cells stimulated with thapsigargin and PMA. inhibition, % at 10 µM. actives 0.66% (n = 360,000). AID 651702;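 active means inhibition above about 55%, limit read from the data; inconclusive means no clear call, values can overlap the other calls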
# Vif inh: blocks HIV Vif function | actives 0.35% (n = 340,000) | HEK293T cells, Vif self-association by quenched fluorescence, imaging, 24 h | inhibition, % at 7.49 µM | AID 602346; in the data active means inhibition above about 50%, passing the limit was not always enough; inconclusive means no clear call, values can overlap the other calls; inactive means below about 31%; further: some results filed as inactive read as strong as hits
# MITF TRPM1 inh: reduces MITF-dependent TRPM1 promoter luciferase signal | SK-MEL-5 TRPM1 promoter luciferase, 24 h | inhibition, % at 12.5 µM | actives 0.83% (n = 330,000) | AID 488899;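 active means mean inhibition across replicates of 60% or more, whatever share of single replicates reaches that level; inconclusive means some that reach 60%, reason not given; inactive means mean inhibition across replicates below 60%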; further: values of inactives mirror those of a sister screen read the other way
# Active calls of the source: *; u = inconclusive; x = not tested or not shown.
item	SMILES	Granule exo inh	HIF-2a inh	NR2E3 ag-2	Peg3 prom inh	aDG glyco up	hiPSC survival	MITF TRPM1 inh	CaV13 ICDI inh	NR2E3 ag-1	PDI turbidity	Vif inh
1	CC(O)CO (configuration not stated)	1	9	-19	8	0.1	-0.4	1	x	4	x	14
2	Cc1cc(C)c(S(=O)(=O)N2CCN(C(=O)C(C)Cn3cncn3)CC2)c(C)c1 (configuration not stated)	0	7	-23	-7	0.1	-0.7	10	-5	8	8	-14
3	COc1cccc(CNc2ncc(-c3ccccc3)n2C)c1	1	-18	3	12	0.3	-0.2	-8	0	0	1	3
4	CC(C)(C)S(=O)(=O)N1Cc2cc(=O)n(Cc3ccccc3)c(CCO)c2[C@@H]1CCO	-1	0	1	7	-0.3	0.7	-14	-4	x	4	14
5	NC(=S)NN=C(c1ccc(F)cc1)C1CC1	0	-7	-40	-8	2.5	4.4	-8	-5	x	-2	70*
6	Nc1nc(Nc2ccccc2)nc(NCc2ccco2)c1[N+](=O)[O-]	10	-57	1	6	-0.4	0.1	8	-13	0	0	1
7	CCCCNC(=O)Cn1cnc2c(cnn2-c2ccc(C)c(C)c2)c1=O	-2	5	7	17	0.1	-0.5	8	-8	2	-1	5
8	c1ccc(C2Nc3ccccc3Oc3ccccc32)cc1 (configuration not stated)	6	5	-13	24	-0.3	-1.7	-3	-3	1	-11	-1
9	CCc1cc2c(=O)[nH]c(N3CCCC3)nc2s1	2	-89	-32	-91	-0.3	-1.1	-37	-2	0	5	-8
10	O=C(NN1CCCCC1)c1cccc(COc2ccc(Cl)cc2)c1	u	-183	-168	-235	0.6	0.0	-16	-5	-1	-1	-5
11	Cc1cc(C)n2nc(SCC(=O)N3CCCC(C)C3)nc2n1 (configuration not stated)	0	9	-24	-2	-0.1	5.8	-15	-5	x	5	9
12	O=C(O)CCNc1cc2ccccc2cc1C(=O)O	4	11	-17	14	0.0	-3.3	23	-5	-4	-1	17
13	O=C(Nc1ccc(Cl)cc1)N1CCc2ccccc2C1	-1	-270	-121	-350	1.4	-0.3	-71	-9	-1	-5	2
14	O=C(CN1C(=O)C2CC=CCC2C1=O)Nc1ccc(OC(F)(F)F)cc1 (configuration not stated)	-1	-7	-10	-13	0.0	-2.2	-4	-2	0	-13	10
15	O=C(OCc1ccc(Cl)cc1)c1cccnc1Cl	1	13	-14	-15	0.9	-1.1	-10	-4	1	-12	5
16	NC(=O)COC(=O)CSc1cccc2cccc(Cl)c12	1	30	-14	0	0.0	-0.3	-15	x	0	-2	4
17	Cc1ccc(S(=O)(=O)CCC(=O)Nc2ccc3c(c2)OCO3)cc1	1	-3	24	14	-0.1	2.1	16	-1	3	17	0
18	CC(=O)Nc1cc(-c2ccc(N3CCN(C)CC3)cc2)cn2c(-c3cccc(C(=O)N(C)C)c3)cnc12	3	-7	-20	-28	-0.3	-3.1	x	-5	x	1	x
19	CCc1ccc(CNC(=O)CCS(=O)(=O)Cc2ccc(C)cc2)cc1	0	8	27	-4	-0.1	-0.3	9	-5	4	5	-4
20	Cc1c(/C(O)=C2/C(=O)C(=O)N(Cc3cccnc3)C2c2cccs2)cnn1-c1ccccc1 (configuration not stated)	-1	-18	25	-251	0.1	1.6	-52	0	11	-5	4
21	CCCCC(=O)Nc1ccc(S(=O)(=O)N2CCCCC2c2cccnc2)cc1 (configuration not stated)	-4	20	-5	31	0.0	-0.4	-9	-11	2	0	-4
22	CC(C)N(Cc1ccccc1)C(=O)CC(=O)N(Cc1ccccc1)C(C)C	14	14	-10	26	-0.1	-0.6	-2	-17	0	-6	3
23	Cc1ccc(C)c(N2CCN(C(=O)c3csc(C)c3C)CC2)c1	-5	13	-18	2	0.1	-2.7	6	-2	-6	5	0
24	C=CS(=O)(=O)N(Cc1ccccc1Br)[C@H](CO)CC(C)C	12	41*	-5	56*	0.6	-4.3	-12	-10	x	1	-4
25	Cc1onc(-c2ccccc2Cl)c1C(=O)Oc1cccc2cccnc12	1	12	-23	5	0.5	0.9	1	-2	2	8	-7
26	O=C(CN(C(=O)CNC(=O)c1ccco1)c1ccc(F)c(Cl)c1)NC1CCCCC1	8	3	-21	10	0.1	-0.2	6	-2	-2	8	13
27	O=C(Nc1cc(C(F)(F)F)ccc1N1CCOCC1)c1cncc(Br)c1	0	12	-5	11	0.0	0.4	-2	-6	2	-3	3
28	COC(=O)c1ccccc1NC(=O)CSc1nnc(COc2cccc(OC)c2)n1C	0	18	-44	23	-0.2	-2.1	1	-6	3	11	4
29	CCOc1ccc(CC(=O)Nc2nccs2)cc1OCC	2	6	2	-1	-0.2	0.1	11	-2	2	2	3
30	CCOC(=O)Cn1c2ccccc2c2nc3ccccc3nc21	-1	-44	-9	-9	0.1	0.9	10	-5	2	-3	4
31	CCCCn1c(N)c(N(CCOC)C(=O)CN(C)S(=O)(=O)c2ccc(F)cc2)c(=O)[nH]c1=O	-2	5	-10	3	0.1	0.0	0	-7	-6	3	-2
32	CC(=O)c1ccc(NC(=O)Cn2cnc(S(=O)(=O)N3CCc4ccccc43)c2)cc1	3	18	16	16	-0.1	-0.4	-1	-3	0	-3	0
33	C/C=C/c1ccc(OCC(=O)Nc2cc(C(F)(F)F)ccc2N2CCOCC2)c(OC)c1	27	2	-21	17	0.5	-0.4	12	-3	2	-1	7
34	CCCOc1ccc(Cl)cc1CNc1ccccc1	-1	16	-2	12	0.3	-0.8	2	-5	15	-1	5
35	O=C(c1ccco1)N(Cc1cccc([N+](=O)[O-])c1)c1ccc(Br)cc1	-2	17	-11	34	0.5	0.1	8	7	3	17	0
36	Cc1ccccc1N1C(=O)c2ccccc2NC1c1ccncc1 (configuration not stated)	-3	7	-7	-3	-0.1	-1.1	-9	x	3	-5	4
37	O=C(Nc1ccc(S(=O)(=O)NCc2ccccc2)cc1)c1ccccc1[N+](=O)[O-]	-5	17	-9	21	0.3	0.6	-8	-3	-1	-3	3
38	COc1cc(CCC(=O)OCC(=O)NC(=O)c2ccc(Cl)cc2)cc(OC)c1OC	-2	6	-4	-5	-0.1	0.0	-3	7	5	1	-9
39	COC(=O)c1cccc(NC(=O)CSc2nc(C)cc(=O)[nH]2)c1	-1	1	-44	7	-0.2	-0.9	3	-5	-2	1	10
40	CC(C)c1ccc2c(c1)[C@H]1OCC[C@H]1[C@@H](c1cccs1)N2	-1	-103	-111	-113	0.6	-2.8	2	-5	3	-2	0
41	CCCC1C(C#N)=C(N)Oc2cc(C)n(C)c(=O)c21 (configuration not stated)	-2	13	14	1	0.2	-1.1	-3	-3	4	10	4
42	COCCNC(=O)C1CCCN(C(=O)c2ccc(C(F)(F)F)nc2C)CC1 (configuration not stated)	-2	11	-20	1	0.1	-1.0	x	-5	x	-9	10
43	COc1cccc(/C=N/NC(=O)CSc2nnc(C)n2-c2ccccc2)c1OC	-13	7	-9	2	0.0	-1.2	-9	-5	-1	-12	-8
44	CC(C)(C)c1cc2nc(NCCc3ccc(S(N)(=O)=O)cc3)ccn2n1	34	13	-1	7	-0.1	-1.0	x	-5	x	0	x
45	CN(C(=O)CCN1C(=O)C2C3C=CC(C3)C2C1=O)c1ccccc1 (configuration not stated)	-1	20	-3	18	-0.1	1.1	2	1	-1	-6	4

# Quoted from the results shown, nine compounds:
item	SMILES	Granule exo inh	HIF-2a inh	NR2E3 ag-2	Peg3 prom inh	aDG glyco up	hiPSC survival	MITF TRPM1 inh	CaV13 ICDI inh	NR2E3 ag-1	PDI turbidity	Vif inh
32	CC(=O)c1ccc(NC(=O)Cn2cnc(S(=O)(=O)N3CCc4ccccc43)c2)cc1	3	18	16	16	-0.1	-0.4	-1	-3	0	-3	0
33	C/C=C/c1ccc(OCC(=O)Nc2cc(C(F)(F)F)ccc2N2CCOCC2)c(OC)c1	27	2	-21	17	0.5	-0.4	12	-3	2	-1	7
34	CCCOc1ccc(Cl)cc1CNc1ccccc1	-1	16	-2	12	0.3	-0.8	2	-5	15	-1	5
35	O=C(c1ccco1)N(Cc1cccc([N+](=O)[O-])c1)c1ccc(Br)cc1	-2	17	-11	34	0.5	0.1	8	7	3	17	0
36	Cc1ccccc1N1C(=O)c2ccccc2NC1c1ccncc1 (configuration not stated)	-3	7	-7	-3	-0.1	-1.1	-9	x	3	-5	4
37	O=C(Nc1ccc(S(=O)(=O)NCc2ccccc2)cc1)c1ccccc1[N+](=O)[O-]	-5	17	-9	21	0.3	0.6	-8	-3	-1	-3	3
38	COc1cc(CCC(=O)OCC(=O)NC(=O)c2ccc(Cl)cc2)cc(OC)c1OC	-2	6	-4	-5	-0.1	0.0	-3	7	5	1	-9
39	COC(=O)c1cccc(NC(=O)CSc2nc(C)cc(=O)[nH]2)c1	-1	1	-44	7	-0.2	-0.9	3	-5	-2	1	10
40	CC(C)c1ccc2c(c1)[C@H]1OCC[C@H]1[C@@H](c1cccs1)N2	-1	-103	-111	-113	0.6	-2.8	2	-5	3	-2	0

# Remaining list, next part.
item	SMILES	Granule exo inh	HIF-2a inh	NR2E3 ag-2	Peg3 prom inh	aDG glyco up	hiPSC survival	MITF TRPM1 inh	CaV13 ICDI inh	NR2E3 ag-1	PDI turbidity	Vif inh
46	COC(=O)C1=C(CCc2ccccc2)NC(=O)NC1c1ccc(Cl)cc1 (configuration not stated)	18	4	-9	12	0.0	-3.1	-7	-6	0	-8	x
47	Cc1ccc(S(=O)(=O)Nc2ccc(O)c(Sc3ncn[nH]3)c2)cc1	-4	17	-22	-5	-0.2	-0.3	4	-35	-2	3	x
48	Cc1ccc(NS(=O)(=O)c2cccs2)nc1	1	17	-7	6	-0.1	0.1	-3	-5	3	14	-6
49	O=Nc1ccc(O)c2ncccc12	13	-3	55	76*	-0.2	0.6	41	-18	-5	-1	-1
50	CCOC(=O)c1ccc(Oc2nc(NC)nc(OC)n2)cc1	-1	14	-11	-9	0.0	6.0	-12	-6	4	-1	-9
51	Cc1ccc(NC(=O)C2CCN(S(=O)(=O)c3c(C)n[nH]c3C)CC2)c(C)c1	-8	4	-5	10	-0.2	0.0	0	-7	0	3	5
52	CC(C)N(C1=N/C(=C\c2ccco2)C(=O)N1c1ccccc1)C(C)C	45	20	-17	5	0.1	9.2	8	-5	3	-21	-4
53	CCn1c(CNC(=O)c2ccco2)nnc1SCC(=O)Nc1ccc(Br)cc1F	-4	21	5	10	0.0	1.4	-6	-4	-2	0	0
54	O=C(c1cc2ccccc2o1)N1CCN(S(=O)(=O)/C=C/c2ccccc2)CC1	-1	1	-2	16	0.8	0.0	5	5	2	-1	5

# Source: PubChem (several laboratories)

# Rows are unselected; overall some 3.5% were active at least once.
